# NadD block = inhibitors of S. aureus NadD, primary screen, biochemical, colorimetric, uHTS | Nicotinate-nucleotide adenylyltransferase NadD (Staphylococcus aureus N315) | inhibition, % at 20 µM | purified NadD enzyme, colorimetric absorbance read-out | 360,000 compounds, 0.78% hits; in the data active = inhibition above about 26%; note: some compounds past the cut are filed as inactive
# TbMetRS inhib = T. brucei MetRS inhibitors, primary screen, biochemical, luminescence. methionyl-tRNA synthetase (Trypanosoma brucei brucei). inhibition, % at 11.9 µM. purified T. brucei MetRS, ATP depletion, Kinase-Glo luminescence. 360,000 compounds, 0.4% hits. AID 624268, 2012;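 active = inhibition above a per-plate cutoff of the control wells' mean inhibition plus 3 SD, cut at about 5.5% in these data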;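 note: 0% = DMSO wells median and 100% = median of wells with control inhibitor compound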
#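 Test system – parasite MetRS enzyme · Reagent – substrates ATP, L-methionine and bulk Escherichia coli tRNA · Doses – 11.9 µM compound single dose, 0.9% DMSO · Times – 15 min enzyme-compound preincubation, 2 h reaction, 10 min detection, 25 °C · Signal – Kinase-Glo luminescence, ATP depletion format · Controls – DMSO-only wells as low control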
# SUMO1-SIM PPI = modulators of SUMO1 protein-protein interactions, primary screen, biochemical, uHTS; Small ubiquitin-related modifier 1 (Homo sapiens), P63165; SUMO1 binding to a labelled peptide, TR-FRET, 1 h; inhibition, % at 20 µM; 360,000 compounds, 0.33% hits; in the data active = inhibition above about 37%
# Target sequence (P63165 whole entry, looked up): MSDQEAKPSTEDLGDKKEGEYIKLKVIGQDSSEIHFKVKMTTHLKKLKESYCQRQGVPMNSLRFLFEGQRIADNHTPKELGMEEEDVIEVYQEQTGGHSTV
# Rpn11 block = Rpn11 (PSMD14) deubiquitinase inhibitors, primary screen, biochemical, fluorescence polarization, uHTS; 26S proteasome non-ATPase regulatory subunit 14 (Homo sapiens), O00487; calls only at 20 µM; 360,000 compounds, 0.59% hits; human 26S proteasome, Ub4-pepOG fluorescence polarization; 20S core pre-blocked with epoxomicin;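 active = inhibition at 20 µM, scaled to each plate's controls, above about 33%, limit read from the data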
# LMPTP block = LMPTP phosphatase inhibitors, primary screen, biochemical, fluorescence intensity, uHTS; Low molecular weight phosphotyrosine protein phosphatase (Homo sapiens), P24666; recombinant LMPTP-A, OMFP fluorogenic substrate; inhibition, % at 20 µM; 360,000 compounds, 0.22% hits; AID 651560, 2012;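 active = compounds that cut the enzyme signal by at least half of the control window in the single-dose screen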;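 note: plate controls were DMSO wells with enzyme plus substrate for no effect and substrate without enzyme for full effect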
#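 material = LMPTP-A | quantity = 0.625 nM enzyme | reagent = OMFP substrate, 400 µM final | buffer or medium = Bis-Tris pH 6.0, DTT, detergent | detection = endpoint fluorescence intensity from OMFP dephosphorylation | dosing = single 20 µM dose | read-out basis = % inhibition relative to no-enzyme and uninhibited control wells | control set = no-enzyme and uninhibited controls | timing = 50 min at room temperature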
# CSN inh = inhibitors of CSN-mediated cullin deneddylation, primary screen, biochemical, fluorescence polarization, uHTS. 360,000 compounds, 0.38% hits. inhibition, % at 12.5 µM. Purified CSN, SCF-Nedd8-OG deneddylation;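 active = pattern-corrected inhibition above about 35%, with an unprinted fluorescence ratio check between 0.5 and 1.5, limit read from the data, passing the limit was not always enough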;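 note: 0% = enzyme with substrate and 100% = substrate without enzyme; some results filed as inactive read as strong as hits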
#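 assay system = purified human Csn5 enzyme expressed in HEK293T cells | amount = 0.24 nM enzyme | buffer or medium = Tris/NaCl/DTT buffer, pH 7.5 | reagent = 10 nM SCFSkp2-Nedd8OG | compound = one concentration, 12.5 µM, 0.25% DMSO | times = 90 min reaction at room temperature | signal = FP | read-out basis = % inhibition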
# STEP block = STEP phosphatase inhibitors, primary screen, biochemical, fluorescence intensity, uHTS; Tyrosine-protein phosphatase non-receptor type 5 (Homo sapiens), P54829; recombinant STEP, OMFP fluorogenic substrate; inhibition, % at 20 µM; 360,000 compounds, 0.25% hits; AID 588621, 2011;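 active = inhibition at 20 µM, scaled per plate between control wells, above about 37%, limit read from the data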;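 note: 0% = DMSO with enzyme and substrate and 100% = substrate only without enzyme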
#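 Also added – OMFP at 25 µM · Test system – STEP tyrosine phosphatase · Technique – FITC-channel fluorescence of OMFP product · Schedule – 20 min at room temperature, dark · Evaluation – control-normalized % inhibition with plate pattern correction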
# Scp-1 inhibitor = Scp-1 phosphatase inhibitors, primary screen, biochemical, colorimetric, uHTS | Carboxy-terminal domain RNA polymerase II polypeptide A small phosphatase 1 (Homo … | Recombinant Scp1, phosphopeptide, malachite green phosphate absorbance | inhibition, % at 20 µM | 340,000 compounds, 0.88% hits | AID 493091, 2011;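 active = inhibition above about 50% at 20 µM, limit read from the data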;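 note: plate controls were DMSO wells with enzyme for no effect and wells lacking enzyme for full effect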
# Target sequence (Q9GZU7 76-261 limits assumed): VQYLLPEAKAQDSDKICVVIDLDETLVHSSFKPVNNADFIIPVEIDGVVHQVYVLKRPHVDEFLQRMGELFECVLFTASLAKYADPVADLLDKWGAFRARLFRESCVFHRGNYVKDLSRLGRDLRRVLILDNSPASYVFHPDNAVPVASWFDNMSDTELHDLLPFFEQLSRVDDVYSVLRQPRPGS
#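 Test system – truncated SCP-1 phosphatase (76-261aa) · Reagent – Phosphorylated 17-residue peptide substrate · Incubation – 45 min room-temperature reaction, 5 min colour, 30 min stabiliser · Detection – colorimetric phosphate reagent with accelerator and stabiliser, absorbance at 630 nm · Measure – % inhibition at 20 µM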
# MLLE-PAM2 inh = inhibitors of PABP1 MLLE–PAM2 peptide binding, primary screen, biochemical, fluorescence polarization, FITC-PAM2, GST-MLLE. Polyadenylate-binding protein 1 (Homo sapiens), P11940. inhibition, % at 20 µM. 360,000 compounds, 0.36% hits. AID 588489, 2011; in the data active = inhibition above about 35%, passing the limit was not always enough;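 note: plate controls were DMSO wells with GST-MLLE for no effect and wells lacking GST-MLLE protein for full effect; some results filed as inactive read as strong as hits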
# Target sequence (P11940 whole entry, looked up): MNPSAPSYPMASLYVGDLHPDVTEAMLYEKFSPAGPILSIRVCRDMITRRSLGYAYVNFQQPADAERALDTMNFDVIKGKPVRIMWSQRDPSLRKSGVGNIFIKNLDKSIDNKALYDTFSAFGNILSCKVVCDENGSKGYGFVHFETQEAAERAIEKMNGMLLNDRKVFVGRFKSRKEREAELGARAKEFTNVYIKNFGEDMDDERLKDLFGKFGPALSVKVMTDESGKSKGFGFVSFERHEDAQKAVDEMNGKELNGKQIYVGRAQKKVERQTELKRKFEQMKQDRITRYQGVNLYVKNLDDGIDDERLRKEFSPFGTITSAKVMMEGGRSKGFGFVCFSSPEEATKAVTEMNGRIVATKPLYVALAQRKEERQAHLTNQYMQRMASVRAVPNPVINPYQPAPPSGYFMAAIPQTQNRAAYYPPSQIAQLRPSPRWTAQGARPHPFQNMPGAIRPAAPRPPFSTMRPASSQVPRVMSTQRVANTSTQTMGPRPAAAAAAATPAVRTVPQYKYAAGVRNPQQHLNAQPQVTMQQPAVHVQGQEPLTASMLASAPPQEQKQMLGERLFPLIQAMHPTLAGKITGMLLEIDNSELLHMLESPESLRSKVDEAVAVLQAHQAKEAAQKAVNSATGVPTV
# DNMT1 block = human DNMT1 methyltransferase inhibitors, primary screen, biochemical, molecular beacon, fluorescence, HinP1I cleavage, uHTS | 360,000 compounds, 0.83% hits | AID 588458, 2011 | inhibition (reported as % activation of signal), % at 10 µM | DNA (cytosine-5)-methyltransferase 1 (Homo sapiens), P26358; in the data active = inhibition above about 50%
# An asterisk follows results filed as active; i = inactive; / = not tested or not shown. Compounds were not picked by outcome. About 3.6% of those tested had a hit in this group.
mol,NadD block,TbMetRS inhib,SUMO1-SIM PPI,Rpn11 block,LMPTP block,CSN inh,STEP block,Scp-1 inhibitor,MLLE-PAM2 inh,DNMT1 block
COc1ccc(C(=O)NC2CCN(C(=S)Nc3cccc(C)c3C)CC2)cc1,-4.0,-0.7,1.8,i,-0.4,-3.8,0.4,-7.7,-62.0,7.4
CC(C(=O)N1CCCCCC1)c1ccc([N+](=O)[O-])cc1 (stereo not drawn),-4.8,-1.1,-12.3,i,-0.4,4.4,-1.6,0.3,3.8,0.7
COc1ccccc1NS(=O)(=O)c1ccc(C(=O)NCCCN2CCCC2=O)cc1,-3.6,0.6,2.7,i,-1.3,3.2,-1.8,-2.2,18.0,0.2
CN(C)CCCN(C(=O)COc1ccc(Cl)cc1)c1nc2cc3c(cc2s1)OCO3,-9.4,-0.6,-11.7,i,-1.7,-2.6,0.0,4.7,-13.3,2.9
COC(=O)C1CCCCN1C(=O)c1cc(COc2cccc3cccnc23)on1 (stereo not drawn),-0.1,-0.5,-10.4,i,0.7,-2.0,2.3,-8.3,17.5,1.6
Cc1cc(C)c(S(=O)(=O)Nc2nnc(CC(C)C)s2)c(C)c1,4.3,0.6,1.3,i,2.2,5.0,-3.9,-1.9,12.4,-2.8
CCOC(=O)N1CCN(S(=O)(=O)c2ccc(OC)cc2)CC1,2.2,-1.0,-1.5,i,0.1,-4.6,-1.0,8.1,-0.6,-2.1
CN(C)/C=C/C(=O)c1ccc2noc(-c3cccc(F)c3)c2c1,3.2,0.3,-28.7,i,0.9,8.7,1.3,-1.1,-4.7,-2.1
CCC(=O)c1ccc(OC(=O)c2cccs2)cc1,-9.8,-0.9,-2.0,i,-0.1,-3.9,0.3,-9.1,-9.8,2.3
CC(=O)Nc1cc(C(=O)CSc2nnc(C3CC3)n2C2CC2)ccc1O,1.8,-0.2,-1.8,i,9.1,8.8,2.7,44.2,-10.1,24.6
CCN(CC)CCOc1ccc2nc(N(C)C)sc2c1,1.7,-1.2,-0.4,i,-0.8,-0.7,0.2,-4.2,1.2,-0.8
CC(C)CN(C(=O)c1cc(Cl)nc2ccccc12)c1c(N)n(Cc2ccccc2)c(=O)[nH]c1=O,0.8,0.1,2.9,i,-0.4,-4.6,-2.3,3.7,-20.6,1.1
O=S1(=O)CC(N2CCN(CCO)CC2)CN1Cc1cn(Cc2cccc(C(F)(F)F)c2)nn1 (stereo not drawn),-4.8,-0.5,5.5,/,-3.9,-1.1,/,/,/,/
Clc1ccc(-c2nnc(Sc3nc4ccccc4o3)c3ccccc23)cc1,-0.4,0.4,-8.2,i,2.9,3.8,-1.6,-2.6,-101.5,22.2
COc1ccc(CCC(=O)N2CCCC(Nc3ccc(OC)cc3)C2)cc1 (stereo not drawn),-5.4,-0.7,-0.3,i,0.4,-4.5,-0.7,-2.5,15.3,-1.3
CN(C)CCCNc1ncnc2oc(-c3ccccc3)c(-c3ccccc3)c12,-6.6,0.5,-22.0,i,-1.2,-0.3,-1.6,40.4,4.8,-0.4
C=CCNC(=S)N/N=C(\C)c1cccc(OC)c1,2.4,-1.3,-1.9,i,-1.7,-1.9,-1.2,3.3,39.8*,2.8
Cc1occc1-c1nnc(SCC(=O)Nc2ccccc2N2CCCCC2)n1C,0.4,-0.8,-2.4,i,-0.6,-1.6,-1.1,3.0,-7.5,1.4
O=C(CN1C(=O)C(=O)N(Cc2ccco2)C1=O)c1c[nH]c2ccccc12,11.9,2.4,5.3,i,2.9,-1.4,-4.0,2.5,-6.8,-1.8
CCN(CC)CCNC(=O)C1(O)c2cc(Br)ccc2NC(=O)N1c1ccccc1 (stereo not drawn),-6.0,0.0,1.2,i,-4.3,0.1,1.2,-3.7,-0.9,-0.2
COc1ccccc1C(=O)NC(=O)COC(=O)Cc1ccc(F)cc1,4.4,-0.5,0.0,i,-1.1,-0.8,-2.1,5.0,5.1,1.2
COc1ccccc1Nc1nc(Cl)nc(Nc2ccccc2OC)n1,-11.1,0.2,-4.9,i,1.7,4.3,1.1,-18.8,3.6,6.7
CCN1CCN(C(=O)c2ccc(Cl)c(S(=O)(=O)N3CCCCC3)c2)CC1,0.5,-0.2,-1.1,i,-2.4,1.1,-2.6,3.8,1.1,-1.0
CC(CNC(=O)CN1C(=O)COc2ccc(S(=O)(=O)N3CCCCC3)cc21)c1ccccc1 (stereo not drawn),-8.2,-0.8,1.0,i,-1.2,0.3,-1.6,8.3,3.4,0.6
COc1ccc(CNC(=O)CC2C[C@H](C(=O)N3CCCCC3)[C@@]3(C)c4[nH]c5ccccc5c4CCN3C2=O)cc1OC (stereo partly drawn),2.2,-0.8,0.3,i,-1.4,1.5,-3.2,4.1,4.1,-2.7
COc1ccccc1CNC(=O)CCCn1nc(C)c2c(C)n(-c3ccc(C)cc3)nc2c1=O,1.7,-0.1,0.0,i,0.1,3.7,-0.9,-4.5,-1.4,0.8
Cc1cc2ccccc2c(=O)n1CC(=O)NCC1COc2ccccc2O1 (stereo not drawn),-2.7,-1.1,-0.4,i,-0.2,6.8,0.2,-2.2,-4.7,-5.8
Cc1cccc(N=N/C(=C\O)C(=O)c2cccs2)c1,3.7,0.6,-11.7,i,3.6,-2.1,-6.3,-9.3,7.3,-4.3
COc1ccc(OC)c(NC(=O)COC(=O)/C=C/c2ccc(Cl)cc2)c1,-1.6,-0.7,3.5,i,-0.8,-7.4,-2.5,-14.0,-0.9,-0.4
CCOC(=O)c1c(S(=O)(=O)NCC(=O)Nc2ccccc2)c(C)n(C)c1C,-4.1,-0.5,2.0,i,-0.8,-1.1,-0.8,0.3,12.8,3.9

# Remaining list, next part.
mol,NadD block,TbMetRS inhib,SUMO1-SIM PPI,Rpn11 block,LMPTP block,CSN inh,STEP block,Scp-1 inhibitor,MLLE-PAM2 inh,DNMT1 block
CCOc1ccccc1C(=O)Nc1nnc(CC)s1,-1.8,-0.1,0.8,i,-1.9,-0.8,-2.1,-14.0,-18.7,1.6
COc1cc(NC(=S)Nc2cccnc2)cc(OC)c1,4.3,1.1,2.6,i,-0.3,-6.8,3.5,-7.3,27.6,-1.9
O=C(O)COc1ccccc1/C=N/NC(=O)/C(=C\c1ccc2c(c1)OCO2)NC(=O)c1ccccc1,4.4,0.5,-4.8,i,1.8,-2.0,0.7,1.2,-7.2,-6.4
CCOC(=O)c1oc2nc(CC(C)C)c3c(c2c1N)CCC3,-3.0,0.3,-11.9,i,0.3,-3.3,-1.6,-6.5,10.8,-11.7
CCN(CC)Cc1cc(Oc2ccc(O)c(CN(CC)CC)c2)ccc1O,7.1,-1.4,-3.7,i,9.9,-4.5,-0.7,/,2.1,-5.3
CCOc1cc(Br)c(C(C)NC(=O)c2cccnc2)cc1OCC (stereo not drawn),-4.7,-0.2,1.8,i,-1.8,-7.5,6.9,-7.9,-0.8,0.0
Cc1ccc(N2CCN(C(=O)c3ccccc3Br)CC2)c(C)c1,1.6,-0.3,4.6,i,1.1,4.0,2.9,-8.5,-1.1,-6.1
Cc1ccccc1CN1CCC(n2nccc2NC(=O)CCOc2ccccc2)CC1,-6.5,-0.5,-1.7,i,0.7,-1.5,-3.3,-2.5,-9.8,0.8
O=C(CN1CCOCC1)Nc1ccc(S(=O)(=O)NC2CCCCC2)cc1,0.7,-0.2,-1.4,i,-0.1,2.7,-0.5,1.5,4.7,-3.3
Cn1c(=O)c2c(nc(NCc3ccco3)n2Cc2ccc(Cl)cc2Cl)n(C)c1=O,-3.2,-0.7,1.5,i,0.5,4.0,-1.0,-3.7,-7.3,6.5
CCCCNC(=O)C1CCC(CNS(=O)(=O)c2cccc3nsnc23)CC1 (stereo not drawn),6.6,0.2,-37.8,i,-0.1,-1.3,2.5,-4.7,13.8,0.5
COc1ccc(C2C(O)C(c3c[nH]c4ccccc34)=NN2C(=O)CCl)cc1 (stereo not drawn),-7.0,-0.2,-6.0,i,-0.9,1.7,-4.5,-4.7,-24.9,6.1
COc1ccc(C2OC34CCCCC3C(C#N)(C#N)C2(C#N)C(=N)O4)cc1 (stereo not drawn),0.8,-0.7,12.0,i,-1.6,-20.4,-2.5,-0.6,80.3,-15.1
C[C@@H](NC(=O)c1nc[nH]c1C(=O)N1CCN(c2ccccc2)CC1)c1ccccc1,-1.4,-0.4,7.2,i,-0.4,3.8,1.8,-2.3,-4.5,-6.4
O=C1/C(=C\c2cccs2)SC(=S)N1C1CCS(=O)(=O)C1 (stereo not drawn),3.4,0.1,-28.0,i,-0.5,-0.8,1.0,-1.9,13.6,1.3
Cn1c(=O)[nH]c(=O)c2c1nc(N1CCOCC1)n2CCSc1nc2ccccc2[nH]1,3.4,-0.6,-1.1,i,-0.1,-2.9,-2.1,-4.6,-4.2,12.8
CCOC(=O)c1cn2nc(Oc3cccc(F)c3)ccc2n1,-2.2,0.3,1.2,i,3.0,-1.1,-3.2,-7.8,-12.2,0.5
C/C(=N\N)c1c(-c2ccccc2)c2cc(Br)ccc2[nH]c1=O,3.6,-1.6,-2.5,i,0.7,4.1,-0.4,6.8,7.7,0.2

# Compound activity deposited in PubChem by several laboratories.
